RXFP1 antag – blocks the human relaxin receptor RXFP1 | Q9HBX9 | HEK293-RXFP1, relaxin-stimulated cAMP HTRF, 30 min; stronger effect = lower value | activity change, negative = inhibition, % at 57.5 µM | hit rate 0.59% among 350,000;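 active = activity change of -60% or lower, but not beyond a set lower limit; inconclusive = change between -60% and -40%, or beyond the set limit; inactive = change above -40%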; also: % is scaled to controls: 0 for no effect and ±100 for the full control effect
D1 PAM – human D1 dopamine receptor positive modulation. potentiation, % at 10 µM. P21728. HEK293 TREx D1 cells, calcium flux, dopamine EC20 potentiation. hit rate 0.036% among 360,000; in the data active = potentiation above about 30%; also: 0% is about no effect
Vif-APOBEC3F blk – inhibitors of Vif-A3F interaction; Potency, µM (titrated, usually from 46.1 µM), without a hit: top-dose activity, negative = active; hit rate 0.2% among 390,000; HeLa A3F-eYFP + Vif (tagged APOBEC3F with the HIV-1 protein that degrades it), YFP fluorescence increase; also: potency is read from the fitted curve at half-maximal effect; % of control where 0% means no effect; nearly all actives have a fitted effect of over 65% in size
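HeLa cells stably expressing Vif plus C-terminally eYFP-tagged A3F were seeded, incubated overnight at 37 deg C, dosed with compound, incubated overnight again at 37 deg C. Yellow fluorescence (Ex 488/Em 500-530) reported blocked Vif-mediated A3F-eYFP degradation.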
D1 antagonist – blocks dopamine activation of the human D1 receptor | P21728 | HEK293 TREx D1 cells, calcium flux, dopamine EC80; stronger effect = lower value | activity change, negative = inhibition, % at 10 µM | hit rate 3.2% among 360,000 | AID 504652; in the data active = activity change below about -30%; also: % is scaled to controls: 0 for no effect and ±100 for the full control effect
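Kinetic fluorescence of a calcium dye serves as the read-out. D1-expressing Hek293 Trex cells, induced overnight at 30 C, are exposed to compound for 180 s before an EC80 dopamine addition, then read 180 s further.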
GRP78 ERSR act – ER stress response induction in glioma | U87-MG GRP78 promoter luciferase reporter, 16 h | Potency, µM, for inactives: top-dose activation, hits mostly activators | hit rate 0.02% among 420,000; also: potency is read from the fitted curve at half-maximal effect; series mostly up to about 76 µM; % of control where 0% means no effect; nearly all actives have a fitted effect of over 35% in size
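ERSR induction read as luciferase luminescence (Bright-Glo, 10 min at room temperature) in stably transfected human U87-MG glioma cells exposed to compounds for 16 h, using GRP78 as sensor.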
RXFP1 agonist – activates the human relaxin receptor RXFP1 | AID 2676 | hit rate 0.3% among 370,000 | HEK293T-RXFP1 cAMP TR-FRET, 30 min; response scale: percent of porcine relaxin response, buffer zero | Potency, µM (doses to about 57.5 µM), for the others: at the highest dose activation, usual class: activators | Q9HBX9; also: potency is read from the fitted curve at half-maximal effect; % is scaled to controls: 0 for no effect and ±100 for the full control effect; nearly all actives have a fitted effect of over 60% in size; many of its hits are not listed in these tables
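HEK293T cells stably expressing RXFP1 were pretreated with the PDE4 inhibitor Ro 20174, exposed to compounds for 30 min at 37C, lysed, and cAMP was read by TR-FRET. Data normalized to buffer (basal) and 29 nM porcine relaxin (100%).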
D2 PAM – D2 dopamine receptor (human) potentiation. HEK293 T-REx D2, calcium flux, EC20 dopamine potentiation. potentiation, % at 10 µM. hit rate 0.34% among 340,000. AID 485347;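 active = potentiation over 3 SD above the plate norm, cut at about 30% in these data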; also: 0% is about no effect
Target sequence (P14416 whole entry, looked up): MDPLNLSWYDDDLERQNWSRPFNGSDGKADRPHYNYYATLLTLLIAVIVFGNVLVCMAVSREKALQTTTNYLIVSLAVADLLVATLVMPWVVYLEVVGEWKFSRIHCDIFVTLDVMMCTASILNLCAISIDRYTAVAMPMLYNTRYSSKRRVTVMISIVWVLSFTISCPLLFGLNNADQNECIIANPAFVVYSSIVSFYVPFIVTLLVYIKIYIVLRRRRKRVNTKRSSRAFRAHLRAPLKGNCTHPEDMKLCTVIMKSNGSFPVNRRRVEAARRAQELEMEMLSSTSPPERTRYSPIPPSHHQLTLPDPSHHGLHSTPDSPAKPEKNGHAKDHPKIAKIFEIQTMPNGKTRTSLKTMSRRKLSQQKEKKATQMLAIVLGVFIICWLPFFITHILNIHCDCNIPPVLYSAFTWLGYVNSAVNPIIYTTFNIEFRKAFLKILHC
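Calcium flux readout, no-wash dye, 1 read/s. Inducible HEK293 Trex D2 line, overnight 30 C. Compound alone 180 s (agonist flags), then EC20 dopamine, another 180 s to score potentiation.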
D1 ag – human D1 receptor agonism; P21728; HEK293 T-REx D1 cells, calcium flux, agonist mode; activation, % at 2 µM; hit rate 1% among 360,000; in the data active = activation above about 30%; also: 0% is about no effect
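Inducible HEK293 T-REx D1 cells, force-coupled to calcium signalling, were plated at 4000 cells/well with tetracycline and held overnight at 30 C. After no-wash calcium dye loading, compound-evoked calcium rise over 180 s flagged agonists.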
Vif-A3G inh – blocks the Vif interaction with human APOBEC3G | hit rate 0.076% among 410,000 | HeLa A3G-eYFP + Vif (tagged APOBEC3G with the HIV-1 protein that degrades it), YFP fluorescence, overnight | Q9HC16 | Potency, µM (doses to about 46.1 µM), for the others: at the highest dose activity, negative = active, most hits filed as inhibitors | AID 602310;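 also: potency is read from the fitted curve at half-maximal effect; % is scaled to controls: 0 for no effect and ±100 for the full control effect; nearly all actives have a fitted effect of over 60% in size; hits raise eYFP signal because A3G escapes Vif-driven loss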
Target sequence (Q9HC16 whole entry, looked up): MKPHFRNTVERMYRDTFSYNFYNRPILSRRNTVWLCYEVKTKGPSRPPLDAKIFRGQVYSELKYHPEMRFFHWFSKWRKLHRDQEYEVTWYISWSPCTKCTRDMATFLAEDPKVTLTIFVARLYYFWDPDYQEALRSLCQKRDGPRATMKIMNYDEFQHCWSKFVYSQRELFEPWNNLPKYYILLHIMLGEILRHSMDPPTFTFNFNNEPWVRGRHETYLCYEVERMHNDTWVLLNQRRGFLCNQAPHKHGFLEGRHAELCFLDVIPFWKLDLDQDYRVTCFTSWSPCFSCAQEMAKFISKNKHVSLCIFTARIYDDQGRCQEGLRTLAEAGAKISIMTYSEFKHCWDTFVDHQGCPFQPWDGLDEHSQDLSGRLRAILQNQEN
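Read-out is eYFP fluorescence (Ex 488/Em 500-530) from Vif-expressing HeLa A3G-eYFP cells; more signal means A3G escaped Vif-mediated degradation. Cells plated overnight, compound pinned in, incubated overnight at 37 deg C.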
Starred values were filed as active, the others as inactive; ? = inconclusive; . = not tested or not shown; & = joins results of further samples. Unless noted, calls follow the shape of the dose curve; as a rule, active = well fitted curve in the direction sought with a large enough effect; inconclusive = small, poorly fitted or top-dose-only effect, or another doubt; inactive = no such curve, though single readings can be large; an effect the other way counts as inactive or inconclusive. These rows are one share of the data; count on the stated rates, not on these rows.

no.	Compound	GRP78 ERSR act	D2 PAM	Vif-APOBEC3F blk	D1 ag	D1 PAM	RXFP1 antag	D1 antagonist	Vif-A3G inh	RXFP1 agonist
1	N=c1ccn(Cc2ccc(F)cc2)cc1	-1%	10	0%	2	-2	-1	-6	2%	1.6%
2	NC(=O)c1nsc(C(=O)N(c2cccc(F)c2)C(C(=O)NC2CCCC2)c2ccc(O)cc2)c1N (centres undefined)	0%	.	-3%	6	-1	-30	4	-6%	11%
3	O=C(NC(Cc1ccccc1)C(=O)O)/C(=C/c1ccc([N+](=O)[O-])cc1)NC(=O)c1ccc(Br)o1 (centres undefined)	-1%	-19	3%	17	-6	3	-1	-2%	-5.8%
4	COc1ccc(OC)c(N(CC(=O)NCCSCc2ccc(C)cc2)S(C)(=O)=O)c1	-6%	3	2%	2	-2	-5	10	-1%	-1.8%
5	CCOc1ccc(N2CC(NC(=O)c3ccc(S(=O)(=O)N4CCCC4)cc3)CC2=O)cc1 (centres undefined)	-3%	-6	-2%	-5	-2	-7	.	-3%	1.5%
6	C=CCNC(=O)c1oc2ccc(S(=O)(=O)N3CCCCC3)cc2c1C	-3%	-1	5%	5	0	5	-18	1%	-1.4%
7	Cc1cc(S(=O)(=O)Nc2ccc(C(=O)NCC3(N(C)C)CCCCC3)cc2)ccc1F	-3%	10	-18%	3	-1	-19	4	1%	-0.3%
8	CCN(CC)CCC(c1cc(OC)c(OC)c(OC)c1)c1c(OC)cc(OC)c2ccc(=O)oc12 (centres undefined)	-5%&-2%	-6	-2%	3	-8	.	-14	0%&0%	0.0%
9	C#CC1(O)CCCC2C3CCC4CC(OC(C)=O)CCC4(C)C3C(=O)CC21C (centres undefined)	-2%	.	-28%	.	.	-31	.	0%	.
10	CCN(CC(=O)NCc1ccc(F)cc1)C(=O)/C=C/c1ccco1	-4%	2	-7%	0	4	-4	-30	-3%	0.4%
11	O=C(Nc1ccc(-c2nc3ccccc3[nH]2)cc1)C1CCCO1 (centres undefined)	-7%	14	-3%	2	5	-3	5	-1%	-1.1%
12	CCOC(=O)C1CCN(c2c(NCCCN3CCN(Cc4ccccc4)CC3)c(=O)c2=O)CC1	-3%	-10	-13%	1	-4	3	-8	3%	4.1%
13	O=C(O)CC1c2ccccc2C=Cc2ccccc21	1%	8	-9%	0	-6	.	-32*	-3%	-0.7%
14	Cc1cccc(N2CCN(S(=O)(=O)c3ccc4c(c3)n(C)c(=O)c(=O)n4C)CC2C)c1 (centres undefined)	-4%	10	-2%	-3	1	28	18	0%	0.4%
15	COc1ccccc1-c1cc(C(F)(F)F)nc(S(=O)(=O)CCCC(=O)O)n1	?	11	-5%	0	-4	4	-7	-16%	-0.1%
16	O=C1c2c(O)cc(O)cc2O[C@@]12c1c(cc(O)c3c1O[C@H](c1ccc(O)cc1)[C@@H](O)C3)O[C@@H]2c1ccc(O)cc1	-1%	0	-5%	-1	-4	.	11	1%	3.3%
17	CCn1c(SCC(=O)N/N=C\c2ccccc2OCC(=O)O)nnc1-c1ccc(Cl)cc1	-1%	9	8%	0	-2	0	0	0%	-0.9%
18	COc1ccc(-c2cc(C(=O)Nc3ccc(Br)cc3)no2)cc1	-6%	1	7%	5	3	2	-2	-1%	-0.6%
19	Cc1cc(Cl)ccc1OCCNC(=S)NC(=O)c1cccnc1	-2%	0	2%	2	-9	-8	-12	1%	0.7%
20	CCCNC(=S)NC1CC2CCCC(C1)N2Cc1ccccc1OC (centres undefined)	-2%	.	1%	.	.	-9	.	2%	.
21	COc1ccc(CCNC(=O)CSc2nnc(Cc3cccn3C)n2C)cc1OC	-5%	.	-7%	2	-6	3	7	-5%	-1.4%
22	CCOC(=O)C1CCCN(CC(=O)/C=C2/N(C)c3ccccc3C2(C)C)C1 (centres undefined)	-3%	-19	-4%	2	-1	-19	-1	-1%	0.8%
23	O=C(CCl)N1CCN(C(=O)C2COc3ccccc3O2)CC1 (centres undefined)	-14%	.	4%	.	.	-14	.	?	.
24	CC(Cl)C(=O)NNC(=O)CNS(=O)(=O)c1ccccc1 (centres undefined)	0%	.	-6%	-1	10	11	-14	1%	4.4%
25	Cc1cc(C(=O)Cn2cc(C(F)(F)F)ccc2=O)c(C)n1CC1CCCO1 (centres undefined)	-3%	-4	4%	4	.	5	10	0%	2.8%
26	CC(C)NC(=S)N/N=C/c1ccc(N2CCOCC2)cc1	-5%	-3	-18%	1	2	9	-1	-9%	-1.6%
27	Cc1ccc(NC(=O)CN(C)CC(=O)Nc2ccccc2C#N)cc1	-1%	1	1%	4	-7	-14	0	-4%	-0.9%
28	Cc1ccc(-c2nnc(-n3ncc(C#N)c3N)c3ccccc23)cc1C	-1%	11	-11%	0	-4	-33	-11	0%	12%
29	CSc1ncc(C(=O)N2CCN(c3ccc(F)cc3)CC2)c(C)n1	-4%	-3	-2%	0	1	-3	-10	0%	3.0%
30	CCCC(=O)Nc1cccc(-c2cn3c(C)csc3n2)c1	-1%	-6	-8%	0	-2	3	4	3%	5.7%
31	COc1ccc(CNC(=O)C(C)Sc2ccc(C)cc2)cc1 (centres undefined)	-3%	3	1%	-1	2	0	-6	-2%	4.7%
32	CC(=O)Nc1cc(C)nn1-c1nc2ccccc2s1	-5%	14	4%	0	-1	-11	2	1%	2.8%
33	OCC1(Cc2ccccc2F)CCCN(CC2CCCCC2)C1 (centres undefined)	-2%	-7	-14%	1	-22	5	-8	-3%	1.7%
34	COc1ccc(NC(=O)c2cc3n(n2)C(C(F)(F)F)CC(c2ccco2)N3)cc1 (centres undefined)	-1%	13	-1%	4	-4	-23	-6	4%	2.2%
35	Cc1ccccc1N(C(=O)c1cccs1)c1nc2ccccc2s1	-4%	13	-3%	4	4	-17	5	-2%	-1.0%
36	Cc1ccc(NC(=O)CN2C(=O)NC3(CCCc4ccccc43)C2=O)c(Cl)c1 (centres undefined)	0%	.	-5%	.	.	2	.	0%	.
37	CCCCN(C(=O)C1CC(=O)N(Cc2ccc(C)cc2)C1)c1c(N)n(CC(C)C)c(=O)[nH]c1=O (centres undefined)	-3%	6	7%	2	3	11	8	-1%	-1.6%
38	N#Cc1ccc(Oc2cccc3cccnc23)c([N+](=O)[O-])c1	0%	15	-4%	7	5	-6	-4	2%	3.4%
39	COc1ccc(CC(=O)N/N=C(\C)c2cccc(NC(=O)C3CC3)c2)cc1	-3%	4	0%	1	-2	-10	9	5%	-0.3%
40	COc1ccc(OC)c(NC(=O)c2ccc(CN(c3cc(Cl)ccc3C)S(=O)(=O)c3ccccc3)cc2)c1	-3%	7	4%	0	-1	-18	16	-1%	-0.3%
41	Cc1ccc2nc(SCC(=O)NCc3ccc4c(c3)OCO4)nc(=O)n2c1	-3%	7	1%	11	2	11	3	0%	9.9%
42	CCCc1cc(=O)[nH]c(SCC(=O)Nc2oc(C)c3c(C)n[nH]c(=O)c23)n1	-2%	7	2%	2	-1	-1	13	1%	0.2%
43	O=C(NCc1ccc(Cl)cc1)C1CCCN(c2cnccn2)C1 (centres undefined)	-2%	-4	8%	1	-3	9	4	1%	0.4%
44	O=C(CSc1nc2sc3c(c2c(=O)n1-c1ccccc1)CCCC3)NCc1ccco1	-1%	-10	-29%	2	0	.	0	3%	4.0%
45	CCN(c1ccccc1)S(=O)(=O)c1nnc(NC(=O)c2ccccc2)s1	-3%	.	7%	0	-2	-2	6	4%	-1.8%
46	COc1ccc(NC2c3ncccc3C(=O)N2Cc2ccccc2)c(OC)c1 (centres undefined)	-1%	14	-2%	0	-4	1	-17	0%	-2.2%
47	O=C(COC(=O)C1CCC(=O)N1)Nc1ccc(Br)cc1 (centres undefined)	-7%	1	1%	1	-6	-9	2	1%	0.2%
48	COc1ccc2sc(N(Cc3cccnc3)C(=O)c3ccco3)nc2c1	-1%	1	-1%	0	1	-37	.	1%	2.0%
49	COc1ccc(S(=O)(=O)N2CCC(C(=O)Nc3cc(Cl)ccc3N3CCOCC3)CC2)cc1OC	-3%	.	-7%	2	-2	-12	-9	2%	1.4%
50	COc1ccc(-c2csc(NC(=O)c3ccoc3C)n2)cc1	13%	1	2%	-1	-2	-33	-6	0%	1.1%

Other entries:
no.	Compound	GRP78 ERSR act	D2 PAM	Vif-APOBEC3F blk	D1 ag	D1 PAM	RXFP1 antag	D1 antagonist	Vif-A3G inh	RXFP1 agonist
51	CC(C)CC1C(=O)N(Cc2cn(CCC3OCCO3)nn2)CCS(=O)(=O)N1Cc1ccc(-c2ccc(Cl)c(Cl)c2)cc1 (centres undefined)	-4%	.	-2%	.	.	-6	.	-4%	.
52	CNC(=O)c1ccsc1NC(=O)CCS(=O)(=O)c1ccc(Cl)cc1	-3%	8	9%	4	-4	9	1	-6%	-0.1%
53	CCCN1CCC(NC(=O)Nc2ccc(F)cc2F)CC1	-1%	10	-14%	1	-2	-20	-4	0%	0.0%
54	Nc1ccccc1SCC(O)Cn1ccc2ccccc21 (centres undefined)	-1%	1	2%	4	-5	-13	-3	-1%	-0.1%
55	COc1ccc(/C=N/NC(=O)CCN2CCCCC2c2cccnc2)cc1Cn1cc([N+](=O)[O-])cn1 (centres undefined)	-2%	.	-5%	3	4	1	6	0%	-3.7%
56	N#Cc1nc(COc2ccccc2)oc1N1CCCC1	2%	2	0%	3	4	8	-17	-3%	-1.6%
57	COC(=O)/C=C/c1c(C)[nH]c(=O)[nH]c1=O	-6%	1	-12%	0	5	-1	4	9%	-1.4%
58	CCN(CC)S(=O)(=O)c1ccc(N(C)C)c(NC(=O)C2CCCC2)c1	-6%	12	1%	2	5	35	8	0%	4.9%

Bioassay records as filed in PubChem.
